NPYLR7 ag: activates Aedes aegypti NPYLR7 receptor. HEK293T NPYLR7/Galpha15, GCaMP6s calcium fluorescence. activation, % at 10 µM. 0.15% of 270,000 active. AID 1259423; in the data active = activation above about 40%;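 note: 0% = vehicle and 100% = reference agonist at the receptor; some compounds past the cut are filed as inactive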
mcGAS lum: mouse cGAS inhibition by luminescence; Q8C6L5; recombinant cGAS, Kinase-Glo ATP depletion luminescence; inhibition, % at 12.5 µM; 0.15% of 160,000 active;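 note: 0% = negative control wells and 100% = reference inhibitor with no enzyme activity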
hcGAS inh: blocks human cGAS activity; Q8N884; recombinant h-cGAS, ATP depletion, Kinase-Glo luminescence; inhibition, % at 12.5 µM; 0.081% of 290,000 active; AID 1259398;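 note: 0% = vehicle reaction and 100% = reaction without DNA for no activity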
Target sequence (Q8N884 whole entry, looked up): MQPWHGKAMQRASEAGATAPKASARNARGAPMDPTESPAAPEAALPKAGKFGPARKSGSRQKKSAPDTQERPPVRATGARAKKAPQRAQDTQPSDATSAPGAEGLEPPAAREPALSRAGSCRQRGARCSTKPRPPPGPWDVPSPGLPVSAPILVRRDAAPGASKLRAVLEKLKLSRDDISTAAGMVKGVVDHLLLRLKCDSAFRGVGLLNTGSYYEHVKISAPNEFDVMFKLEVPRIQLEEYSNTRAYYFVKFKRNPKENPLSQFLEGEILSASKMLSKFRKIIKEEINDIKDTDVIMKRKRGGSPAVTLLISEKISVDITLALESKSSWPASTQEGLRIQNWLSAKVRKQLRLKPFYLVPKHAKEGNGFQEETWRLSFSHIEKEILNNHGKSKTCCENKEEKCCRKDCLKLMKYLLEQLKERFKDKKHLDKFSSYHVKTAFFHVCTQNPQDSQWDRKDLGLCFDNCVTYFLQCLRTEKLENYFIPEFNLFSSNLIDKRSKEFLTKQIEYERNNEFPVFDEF
An asterisk follows results filed as active; / = no result given; & = joins results of further samples. Cut-off read from the data, not from the text of the source, unless noted: active = inhibition above about 40%; inactive = the rest.

SMILES	NPYLR7 ag	mcGAS lum	hcGAS inh
CC(Cc1cccnc1)NC(=O)Cn1nnnc1CN1CCCCCC1 (stereo not given)	0	-5	-3
CC(C)NC(=O)N(CCN1CCOCC1)Cc1c(-c2ccccc2)noc1N1CCCC1	11	-7	-5
O=C(c1n[nH]c2ccccc12)N1CCOC(COc2ccc(F)cc2)C1 (stereo not given)	6	-5	-4
CCOC(=O)N1CCN(C2CCCN(Cc3cccc(-n4nc(C)cc4C)c3)C2)CC1 (stereo not given)	/	-10	-7
CSc1ccc(C(=O)CC(C)(C)C(=O)NCc2ccc(F)c(C(F)(F)F)c2)cc1	-7	-4	-4
CCOC(=O)N1CCN(C2CCCN(C/C(C)=C/c3ccco3)C2)CC1 (stereo not given)	0	/	-7
CCC(C)NC(=O)C1CSCN1C(=O)c1ccc2cc[nH]c2c1 (stereo not given)	8	/	-8
COc1ccc(Cl)cc1C(=O)NNC(=O)CSc1nccn1-c1ccc(Br)cc1	1	-3	-3
COc1cc(C=C2C(=O)Nc3cc(Cl)ccc32)cc(Cl)c1OC(F)F	13	/	-5
CCCCNC(=O)Cn1cc(-c2ccc(C)cc2)c(N2CCOCC2)n1	-10	/	1
Fc1ccc(-c2nnc(CON=Cc3cccc(OCc4ccccc4)c3)o2)cc1	8	/	-6
O=C(NCC1CCCN(C(=O)c2ccsc2)C1)c1cccc2ccccc12 (stereo not given)	4	/	-4
Cc1ccc(I)cc1NC(=O)c1c(C(=O)O)cccc1[N+](=O)[O-]	2	/	-6
COCC(=O)Nc1ccc(N(C)C)c(CN(CC2CC2)C(=O)c2cccc(F)c2)c1	1	-4	-5
COc1ccc(CNC(=O)N2CCC(c3nnc(C(C)C)o3)CC2)cc1OC	-17	-11	-6
Cc1nc(CC(C)C)cc(C(=O)NCCN2CCC(CO)CC2)n1	/	-4	-8
c1cncc(CSc2ccc(-c3ccc(-n4ccnc4)cc3)nn2)c1	-11	4	5
Cc1ccc2[nH]nc(C(=O)NCC3CCCN(S(C)(=O)=O)C3)c2c1 (stereo not given)	5	/	-5
O=C(CCc1cc2c(n1-c1ccc(Cl)cc1)-c1ccccc1OC2)NCC1CCCCC1	2	-8	-3
Cc1c(C(=O)NCc2ccccc2C(F)(F)F)sc(=O)n1CC(=O)N(C)C	-5	/	1
CCOC(=NC(=O)c1ccc(OC)cc1)N1CCN(C)CC1	-2	-4	1
Cc1nn(CC(O)Cn2c(C)c(C)c3cccc(Cl)c32)c(C)c1Br (stereo not given)	1	-11	-13
FC(F)(F)c1cccc(Nc2nc(-c3cccc(Br)c3)nc3ccccc23)c1	/	-3	-1
CCn1cc(/C=C/c2ccccc2)c(C)n1	-5	-17	-2
CCOC(=O)C(Cc1ccc(Cl)cc1)NC(=O)c1ccc(-n2nc(-c3cccc(C(F)(F)F)c3)cc2N)cc1 (stereo not given)	-7	-3	-3

Next section; it opens with the 4 that closed the last part.
SMILES	NPYLR7 ag	mcGAS lum	hcGAS inh
Cc1nn(CC(O)Cn2c(C)c(C)c3cccc(Cl)c32)c(C)c1Br (stereo not given)	1	-11	-13
FC(F)(F)c1cccc(Nc2nc(-c3cccc(Br)c3)nc3ccccc23)c1	/	-3	-1
CCn1cc(/C=C/c2ccccc2)c(C)n1	-5	-17	-2
CCOC(=O)C(Cc1ccc(Cl)cc1)NC(=O)c1ccc(-n2nc(-c3cccc(C(F)(F)F)c3)cc2N)cc1 (stereo not given)	-7	-3	-3
CCc1nn2c(=O)cc(CNc3ccccc3C(=O)NC3CC3)nc2s1	6	/	-3
COCc1nc(NCC2(N(C)C)CCCCC2)cc(C2CC(N)C2)n1 (stereo not given)	/	-5	-5
COc1ccc(N2CCN(c3cc(C)nc(SCc4ccc(C(=O)Nc5ccc(F)cc5)o4)n3)CC2)cc1	3	-8	-2
CC(C)Nc1ncccc1C(=O)N1CCC[C@H]1C(=O)OCc1ccccc1	-11	-4	-7
CCC(NC(=O)c1ccc(F)cc1F)c1ccccc1OCC(=O)N(C)C (stereo not given)	2	/	4
O=C(c1ccco1)N1CCCC1c1nc2cc(-c3ccc(F)c(F)c3)ccc2o1 (stereo not given)	/	-4	-3
CN(C(=O)C1C2CC3CC(C2)CC1C3)C1(C)CCS(=O)(=O)C1 (stereo not given)	2	/	-4
CC1CCN(S(=O)(=O)NCc2cc(-c3ccccc3)on2)CC1	6	/	-12
O=C(NC1CC1)[C@@]1(OCc2ccccc2F)CC(OCc2ccc(C(F)(F)F)cc2)[C@H](O)[C@H](O)C1 (stereo not given in full)	27	-4	-6
O=C(CN1CSCC1=O)Nc1ccnn1Cc1cccs1	4	/	0
CCOC(=O)CCC(=O)N(CC(=O)N(CCc1c[nH]c2ccccc12)Cc1ccc(C(F)(F)F)cc1)C(C)C	11	-10	-6
CCOC(=O)c1nn(-c2ccccc2)c(=O)cc1OS(=O)(=O)c1cc(C)c(Cl)cc1C	-2	-5	-7
CCOc1ccc(-c2ccc(OCCNS(=O)(=O)c3ccccc3)nn2)cc1	-7	0	-5
c1ccc(-c2nn3c(Cn4nnc5ccccc54)nnc3s2)cc1	14	/	-7
CC(C(=O)N1CCc2ccccc21)N1CCC(C(=O)Nc2ccccc2)CC1 (stereo not given)	2	/	-2
CCOC(=O)c1nn(-c2ccccc2C)c(=O)cc1N1CCC(C(N)=O)CC1	11	/	4
Cc1cc(C(=O)NCc2ccc3c(c2)OCO3)ccc1NC(=O)c1ccco1	21	-12	-7
Fc1ccc(C2CC(c3cccs3)=Nc3nnnn32)cc1 (stereo not given)	45	-1	-3
Cn1c(=O)[nH]c(=O)c2c1nc(CN1CCN(c3ccc(F)cc3)CC1)n2CCN1CCOCC1	9	/	-6
Cn1c2c(c3cc(F)ccc31)CN(C(=O)NC13CC4CC(CC(C4)C1)C3)CC2	/	-4	-6
Cc1ncc2c(c1CNC(=O)/C=C/c1ccccc1)CCN(C(=O)c1ccc(N3CCCC3=O)cc1)C2	5	-9	-1
CCOC(=O)c1cnc(-c2ccc(OC)cc2)nc1NC(C)CCCN(CC)CC (stereo not given)	-7	-6	-4
Cc1cc(F)ccc1NC(=O)CNS(=O)(=O)NCc1ccccc1	14	/	-10
CS(=O)(=O)c1ccc(NC2CCCCC2)c(S(C)(=O)=O)c1	6	-8	-4
Cc1cn2c3c(=O)n(CC(N)=O)c(=O)n(C)c3nc2n1CC1CCCO1 (stereo not given)	1	/	-1
Other compounds.
SMILES	NPYLR7 ag	mcGAS lum	hcGAS inh
CCn1cc(Cn2cnc(-c3ccccc3)c2-c2ccc(C(C)=O)cc2)cn1	-2	/	-6
CCCCN(C#N)c1nc(N2CCOCC2)nc(N2CCOCC2)n1	-1	/	-5
O=C(C(Cl)=CNc1ccc(Br)cn1)C(F)(F)F	1	/	-6
COCCN(CC(=O)Nc1cc(C(C)(C)C)nn1-c1ccc(C)cc1C)C(=O)CCc1ccccc1	/	-9	-11
CC(=O)c1c(C)[nH]c(C(=O)CN(C)CC(=O)N2CCOCC2)c1C	1	-5	2
COc1ccnc(N2CCN(C(=O)C3CCCc4cn[nH]c43)CC2)c1 (stereo not given)	3&-20	/	-9&0
O=C(NCCc1cccc(Cl)c1)c1ccc2nc(-c3ccccc3)c(-c3ccccc3)nc2c1	-12	/	-3
CCc1nn(C(C)C(=O)NC(C)CC)c(=O)c2cc3occc3n12 (stereo not given)	9	-3	-2
Cc1ncc(CN2CCCC(CNC(=O)c3cccc(C(F)(F)F)c3)C2)s1 (stereo not given)	11	-4	-4
O[C@@H]1CN(Cc2ccc(-n3cncn3)cc2)CC[C@H]1c1ccc(F)cc1	7	/	-6
COCCCN(CC(=O)N1CCc2sccc2C1c1ccc(OC)cc1)S(=O)(=O)c1cc(Cl)ccc1Cl (stereo not given)	/	-1	1
Cc1nc2scc(C)n2c(=O)c1NC(=O)c1ccccc1Cl	13	-7	-6
CC(=O)N1CCCN(C(=O)CC2C(=O)NCCN2CC2CCCCC2)CC1 (stereo not given)	6&3	/	4&-8
CCCSc1ncccc1C(=O)N[C@@H]1CCCc2ccccc21	-6	-4	-4
CCC(=O)Nc1cccc(OCC(=O)N2CCC(Oc3ccc(C)cc3)CC2)c1	12	/	-5
Cc1cc(C)c2c(C)nn(-c3ccccn3)c2n1	-4	-4	-6
CCc1nc(N(CCC(=O)NCc2ccco2)CCc2ccccc2)c2ccccc2n1	12	-5	-9
Cc1cc(C)c(C(=O)CC2(C(F)(F)F)NCCN2)c(=O)[nH]1	4	/	2
C=C1c2ccccc2C(=O)N1CC(=O)NC1(c2nc(C)cs2)CCC1	4&-3	/	-7&-1
Nc1c(N(CCC2=CCCCC2)C(=O)c2ccc(F)cc2F)c(=O)[nH]c(=O)n1Cc1ccccc1	15	-8	-10
Cc1cc(C)n(-c2cccc(C(=O)N3CCCC4(CCNC4)C3)c2)n1 (stereo not given)	1	/	1
CC(C)C(=O)Nc1nnc(S(=O)(=O)NCC2CCCO2)s1 (stereo not given)	/	-7	-17
Cc1ccn2c(=O)nc(SCC(=O)NCc3ccc(F)cc3)nc2c1	1	-9	-13
CC(=O)c1cc(C(=O)OCC(=O)Nc2cccc(C)c2)c2ccccn12	6	-7	-5
Cc1nc(SC(C)c2nc(C3CC3)no2)n(C2CCCCC2)c1C (stereo not given)	1	/	-10

Some of the entries above, set out differently:
Molecule | NPYLR7 ag | mcGAS lum | hcGAS inh
COc1ccnc(N2CCN(C(=O)C3CCCc4cn[nH]c43)CC2)c1 (stereo not given) | 3&-20 | / | -9&0
O=C(NCCc1cccc(Cl)c1)c1ccc2nc(-c3ccccc3)c(-c3ccccc3)nc2c1 | -12 | / | -3
CCc1nn(C(C)C(=O)NC(C)CC)c(=O)c2cc3occc3n12 (stereo not given) | 9 | -3 | -2
Cc1ncc(CN2CCCC(CNC(=O)c3cccc(C(F)(F)F)c3)C2)s1 (stereo not given) | 11 | -4 | -4
O[C@@H]1CN(Cc2ccc(-n3cncn3)cc2)CC[C@H]1c1ccc(F)cc1 | 7 | / | -6
COCCCN(CC(=O)N1CCc2sccc2C1c1ccc(OC)cc1)S(=O)(=O)c1cc(Cl)ccc1Cl (stereo not given) | / | -1 | 1
Cc1nc2scc(C)n2c(=O)c1NC(=O)c1ccccc1Cl | 13 | -7 | -6

(next part)
SMILES	NPYLR7 ag	mcGAS lum	hcGAS inh
COc1ccc(CC2CN(Cc3ccnc(C(C)C)n3)CCO2)cc1 (stereo not given)	10	/	-4
COc1ccc(-c2n[nH]c(=S)o2)c(OC)c1	-2	/	4
NS(=O)(=O)c1cccc(NC(=S)NC2CCCCC2)c1	4	/	-12
CC12CC3CC(C)(C1)CC(C(=O)NCCCN1CCC(C(N)=O)CC1)(C3)C2	13	/	-7
CN(C(=O)CSc1nnc(Cc2cccs2)n1C1CC1)C1CCS(=O)(=O)C1 (stereo not given)	0	-6	-6
CC(=O)Nc1cc(C(=O)C(C#N)c2nc(C(C)C)cs2)ccc1F (stereo not given)	11	/	-6
Cc1cc(C)n(CCNC(=O)c2ccccc2OC2CCN(S(C)(=O)=O)CC2)n1	11	/	-6
CCCCOc1ccc(C(=O)NCc2nnc(SCc3cccc(C)c3)n2-c2cc(Cl)ccc2Cl)cc1	22	-4	-1
Cc1nnc(N2C(=O)C(=O)C(=C(O)c3ccc(OC(C)C)cc3)C2c2ccc(Cl)cc2)s1 (stereo not given)	19	-3	-4
Cc1cc(C)c2nc(N=C(NC(=O)c3ccccc3)NC(=O)c3ccccc3)nc(C)c2c1	-4	-4	-5
CC1=NC2=C(C(=O)CC(c3ccccc3)C2)C(c2ccc(Br)cc2)C1C(=O)OC1CCCCC1 (stereo not given)	-7	-8	-5
COCCN1CCC(N2CCN(C(=O)CC3CCCC3)CC2)C1=O (stereo not given)	/	0	4
Cc1ncc(C[n+]2csc(CCOC(=O)C3CC4CCC3C4)c2C)c(N)n1 (stereo not given)	0	/	0
CCOC(=O)c1cccc(NC(=O)N2CCC(Cc3ccc4c(c3)OCO4)CC2)c1	0	-5	-3
C=CCCCCCCCCC(=O)N1CCN(Cc2cc(=O)c(OCc3ccc(F)cc3)co2)CC1	23	-7	-12
COc1ccc(C2CC(c3ccc4ccccc4c3)=NN2C(=O)CCl)cc1 (stereo not given)	-2	17	-8
C#CCn1c(-c2cccc(Br)c2)nc2ccccc21	6	/	1
OC(COc1ccccc1)CN(Cc1ccccc1)CC1CC(c2ccc(Cl)cc2)=NO1 (stereo not given)	-1	-6	-3
Cc1nn(-c2ccccc2)c(Cl)c1CN1C(=O)NC2(CCCC2)C1=O	4	/	-5
Fc1cccc(F)c1-c1cc(-c2ccccc2)c2ccccc2n1	8	/	-4
COc1ccc(-c2cnnc(N3CCCC3c3ccccn3)n2)cc1 (stereo not given)	-6	/	2
Cn1ccc(C(=O)N(CCN2CCOCC2)c2nc3c(F)cc(F)cc3s2)n1	/	-6	-2
C=CCn1c2ccccc2n2c(C(=O)OC)c(C)nc12	-10	/	-1
Cc1cccc2cc(CN3C[C@H](OC(C)C)[C@@H](O)C3)c(=O)[nH]c12	7	/	-11
CCCc1cn(C2CCN(C3CCN(Cc4ccccc4)CC3)CC2)nn1	-1	-17	2
Carrying on.
SMILES	NPYLR7 ag	mcGAS lum	hcGAS inh
C=CCOC(=O)/C(=C\c1ccc2c(c1)OCO2)NC(=O)c1ccccc1OC	2	/	-1
CCC(O[N+](=O)[O-])c1cc2c(cc1[N+](=O)[O-])OCCO2 (stereo not given)	5	-1	2
C(=C\c1ccco1)/CN1CCCCC1CCN1CCOCC1 (stereo not given)	-3	/	-2
CCOc1cccc(/C=N\NC(=O)CSc2nnc(-c3ccccc3)n2-c2ccccc2)c1O	0	/	-8
NC(=O)c1c(Cl)cccc1NC(=O)c1ccc(Cl)cn1	-32	/	-2
CCCN(Cc1ccc(C)o1)Cc1ccc(C(O)(c2ccc(OC)cc2)c2ccc(OC)cc2)o1	-2	-6	-4
CC(C)Cc1c(C#N)c(SCC(=O)c2ccc(Cl)cc2)nc2c1CCCC2	-4	/	2

Source: PubChem (Fisher Drug Discovery Resource Center)
